NCI-60 one-dose screen, 48 h, at 10 µM unless noted. Numbers give growth in % (100 = growth as untreated, 0 = no growth, -100 = all killed).
KM12: KM12 colon cancer cells; AID 1794800; 82,000 compounds, 5% hits
COLO 205: COLO 205 colon cancer; 79,000 compounds, 7.3% hits
HCT-15: HCT-15 colon cancer. AID 1794746. 82,000 compounds, 5.2% hits
SNB-19: SNB-19 CNS cancer cells. AID 1794751. 81,000 compounds, 2.5% hits
SNB-75: SNB-75 CNS cancer; AID 1794750; 79,000 compounds, 5% hits
SW-620: SW-620 colon cancer | 82,000 compounds, 5.2% hits | AID 1794795
HT29: HT29 colon cancer; 81,000 compounds, 7.4% hits
HCC-2998: HCC-2998 colon cancer | 79,000 compounds, 4.7% hits
HCT-116: HCT-116 colon cancer. 82,000 compounds, 7.3% hits. AID 1794798
Active calls of the source: *; . = no result given; & = joins results of further samples. The calls were made as follows: active = growth percent below 10; inactive = the rest.

SMILES	KM12	COLO 205	HCT-15	SNB-19	SNB-75	SW-620	HT29	HCC-2998	HCT-116
C=C(C)C1CC[C@]2(C(=O)NCCCCCCCCN)CC[C@]3(C)C(=CC[C@@H]4[C@@]5(C)C[C@@H](CC#CC#CC[C@@H]6C[C@]7(C)[C@H]8CC=C9[C@H]%10[C@H](C(=C)C)CC[C@]%10(C(=O)NCCCCCCCCN)CC[C@@]9(C)[C@]8(C)CC[C@H]7C(C)(C)[C@H]6OC(C)=O)[C@H](OC(C)=O)C(C)(C)[C@@H]5CC[C@]43C)[C@@H]12 (some centres undefined)	89	110	104	105	91	100	92	104	93
O=C/C=C\c1ccc2c(c1)OCO2	100	101	105	99	79	100	87	103	92
Cc1ccccc1-n1c(C)nc2cc(N3C(=O)CSC3c3ccccc3Cl)ccc2c1=O (centres undefined)	101	109	118	96	92	110	109	106	102
CCOC(=O)c1ccc2n1CCCc1cnc(N)nc1-2	109	111	104	98	86	102	110	110	103
S=C(Nc1ccccc1)Nc1cccc2ccccc12	101	.	101	101	75	98	120	.	106
CCN(CC)c1ccc(NC(=O)CN2CCOCC2)cc1	106	119	106	111	95	105	102	108	107
COc1ccc(C(C(N)=O)N2CCCCC2)cc1 (centres undefined)	96	.	98	101	92	107	94	107	100
CC(C)(C)C(=O)CC(=O)c1ccncc1	102	106	104	98	90	97	100	106	111
CC(=O)Nc1cc([N+](=O)[O-])ccc1C	111	124	102	110	102	116	115	112	105
CC(C)(CCC(=O)O)CCC(=O)O	106	115	95	105	92	104	107	.	97
Cc1ccc(Nc2nc(N)nc(C)c2Br)cc1	112	103	111	102	95	114	98	102	95
c1cnc2c(-c3nc4ccc5[nH]ncc5c4c4c3CCCC4)c[nH]c2c1	27	27	44	30	58	19	15	55	0.6*
O=C1CCCc2cc(OCCNS(=O)(=O)c3ccccc3)ccc2N1	101	108	97	101	100	101	116	117	106
NS(=O)(=O)c1ccc(-n2cc(-c3cccc(NC(=O)Nc4cccc(C(F)(F)F)c4)c3)nn2)cc1	87	103	107	96	94	105	130	112	97
CCNC(=O)Oc1ccc(/C(=C(/C)Cc2ccc(OC)cc2)c2ccc(OCCN3CCOCC3)cc2)cc1	112	118	93	95	106	102	90	95	92
CN(C)CCCC(O)c1cccc2ccccc12 (centres undefined)	110	121	110	102	81	104	103	.	106
O=C(C=P(c1ccccc1)(c1ccccc1)c1ccccc1)CCl	1.4*	-54*	-18*	69	7.5*	-51*	-54*	-22*	-70*
CCCNC(=O)/C(=C/c1c[nH]c2ccccc12)NC(=O)/C=C/c1ccccc1	99	130	109	105	95	105	98	98	101
CC1=C(C(=O)Nc2ccc(F)cc2)C(c2ccc(C)cc2)C2=C(CC(C)(C)CC2=O)N1 (centres undefined)	102	105	94	92	56	82	100	107	96
COc1ccc(C2(c3ccccc3)c3ccccc3C(=O)c3ccccc32)cc1	83	104	94	95	84	87	80	91	81
CS(=O)(=O)c1ccc(-c2nc3ccccn3c2/C=N/Nc2ccc(Cl)cc2)cc1	99	107	99	103	91	95	99	108	101
CC(C)[C@H](CO)Nc1nc(Nc2ccc(C(=O)NCCNS(=O)(=O)c3cccc4c(N(C)C)cccc34)c(Cl)c2)c2ncn(C(C)C)c2n1	-9.3*	-69*	52	25	11	5.0*	9.2*	16	4.4*
COCCOc1cnc(Sc2cc(C)c(-c3csc(NC(=O)c4ccncc4)n3)c(C)c2)cn1	61	69	73	60	70	87	74	68	43
O=C(COc1ccc(Cl)cc1)N1N=C(c2ccc(Cl)cc2)CC1(O)c1cc(F)c(Cl)cc1Cl (centres undefined)	104	108	110	106	105	101	103	117	93
COc1cccc(N2CCN(CC(=O)N3CCN(c4nnc(-c5ccc(Cl)cc5)c(-c5ccc(Cl)cc5)n4)CC3)CC2)c1	56	79	49	77	76	72	51	81	40

Full records, quoted from the list. Values in the order: KM12 | COLO 205 | HCT-15 | SNB-19 | SNB-75 | SW-620 | HT29 | HCC-2998 | HCT-116
`CC(=O)Nc1cc([N+](=O)[O-])ccc1C` in the list: 111 | 124 | 102 | 110 | 102 | 116 | 115 | 112 | 105
`NS(=O)(=O)c1ccc(-n2cc(-c3cccc(NC(=O)Nc4cccc(C(F)(F)F)c4)c3)nn2)cc1` in the list: 87 | 103 | 107 | 96 | 94 | 105 | 130 | 112 | 97

Next results follow.
SMILES	KM12	COLO 205	HCT-15	SNB-19	SNB-75	SW-620	HT29	HCC-2998	HCT-116
O=C(Cn1c(-c2cc3ccccc3oc2=O)nc2ccc(F)cc21)Nc1nc2ccccc2s1	98	120	87	94	98	99	102	107	93
CCN(CC)C(=O)c1ccc(C(C)C)cc1	105	107	102	102	96	107	97	93	94
O=C(Cn1cc(COn2nnc3ccccc32)nn1)Nc1ccc(Br)cc1	112	118	105	96	95	110	105	102	105
NC(=S)N/N=C(/c1ccccc1)c1ccc2nc(-c3ccc(O)cc3)[nH]c2c1	82	80	51	85	101	95	55	87	68
OCCCN=Cc1cc(Cl)cc(Cl)c1O	104	115	96	101	78	106	105	108	102
NS(=O)(=O)c1ccc(C(=O)N2N=C(c3ccccc3)CC2c2ccccc2O)cc1 (centres undefined)	105	115	96	100	92	102	109	112	104
O=C(O)c1ccc(CNc2ccc(C(=O)CCl)cc2)cc1	101	97	95	103	93	93	96	127	81
O=[N+]([O-])c1cc(Cl)c(O)c(N=Nc2cc(S(=O)(=O)O)c3cccc4c3c2N=NN4)c1	104	124	105	104	96	102	100	94	100
O=C(CSC(=S)N1CCN(Cc2ccccc2)CC1)Nc1nc2ccc(Cl)cc2s1	107	102	103	131	87	107	117	.	99
O=C(Cl)CCCCC(=O)NNc1nccc(Nc2ccc(S(=O)(=O)Nc3ccccn3)cc2)n1	109	111	101	103	92	105	100	99	87
Cc1sc2nc3nc(Nc4ccccc4)[nH]n3c(=O)c2c1C	103	115	97	117	92	102	104	104	91
O=C1Nc2ccccc2C(c2c[nH]c3ccccc23)N1Cc1ccccc1 (centres undefined)	97	106	94	104	83	123	96	92	88
COc1cc(-c2cc3ccc(O)cc3oc2=O)cc(OC)c1OC	112	114	115	96	.	124	100	109	107
COc1c(N2CC3CCCNC3C2)c(F)cc2c(=O)c(C(=O)NN3C(=O)c4ccccc4C3=O)cn(C3CC3)c12 (centres undefined)	100	113	113	109	94	108	114	119	106
COc1ccc(Cc2nnc(SCC(=O)Nc3ccc(Cl)cc3)n2Cc2ccccc2)cc1	83	101	99	94	96	91	100	100	89
CN1C2CCC1/C(=C\c1ccc(Cl)cc1)C1=C2[C@@H](c2ccc(Cl)cc2)C(C#N)=C(N)O1 (some centres undefined)	95	87	72	100	92	94	65	104	64
O=C1c2ccccc2C(=O)C1c1ccccc1	80&103	112&114	95&98	101&98	93&102	112&110	77&106	84&105	76&100
COc1ccc(-c2cc(C(=O)N3CCN(C(=O)c4ccccc4NCc4ccco4)CC3)nc3cc(-c4ccccc4)nn23)cc1OC	97	101	90	95	87	110	88	97	86
O=c1c2ccccc2c(=O)c2c1ccc1[nH]c3c(ccc4c(=O)c5ccccc5c(=O)c43)[nH]c12	106	101	106	102	86	100	94	97	109
CC(O)CC(C)CO (centres undefined)	107	104	113	106	100	103	96	107	107
C/C(=N\Nc1cc(C)c2ccccc2n1)c1ccccn1	4.7*	3.4*	21	20	32	7.9*	-91*	4.8*	-76*
CCNC(=O)c1ccc2c(c1)nc(-c1ccc(Cl)cc1)n2-c1cc(C(C)(C)C)[nH]n1	39	52	45	61	34	43	26	63	15
Cn1c(N2CCN(C(=O)c3ccc(Cl)cc3Cl)CC2)nc(-c2ccccc2)cc1=O	101	104	96	90	79	100	89	102	98
CCCCCCCCCCCNNC(=O)c1ccncc1	93	102	89	93	95	103	99	98	89
CN(CCCNC(=O)Cc1ccc2ccc3cccc4ccc1c2c34)CCCNc1cc(-c2ccc3ccccc3c2)nc2ccccc12	-80*	-77*	-69*	-83*	-95*	-69*	-81*	-89*	-85*
(continued)
SMILES	KM12	COLO 205	HCT-15	SNB-19	SNB-75	SW-620	HT29	HCC-2998	HCT-116
O=C(NCc1ccc(Cn2c(=O)sn(CCCl)c2=O)cc1)OCc1ccc2c(Cl)cc(Cl)c(O)c2n1	88	111	24	61	87	76	109	97	50
O=C(/C=C(/C=C/c1cccc2[nH]ccc12)OB(F)F)/C=C/c1cccc2[nH]ccc12	-17*	-71*	-58*	-7.8*	-40*	2.0*	-53*	-84*	-85*
O=C1C2=C(NC(=S)NC2c2ccc3c(c2)OCO3)c2ccccc21 (centres undefined)	109	113	105	100	81	95	108	106	110
COc1ccc2c(=O)c(C(=O)O)c[nH]c2c1	109	104	102	104	87	99	109	.	106
CCCOc1ccc(/C=N/Nc2cc(C)nc3ccc(Br)cc23)cc1	76	45	-21*	101	105	6.1*	27	57	27
CS(=O)(=O)c1ccc(/C(=N/NC(N)=S)c2ccc(Cl)cc2)cc1	97	97	74	100	76	99	86	104	65
COC1C(CO)OC(n2cnc3c(=S)nc(N)[nH]c32)C1O (centres undefined)	115	98	108	93	91	107	114	.	92
CCCC/C(CC)=N\NS(=O)(=O)c1ccc([N+](=O)[O-])cc1	99	105	107	95	90	106	106	107	100
COc1ccc2c(c1)CCC1=C2CCC2(C)C(=O)CCC=C12 (centres undefined)	100	104	96	99	111	102	85	100	87
CCOc1ccc2sc(NS(=O)(=O)c3ccc(N)cc3)nc2c1	105	103	107	103	98	115	109	107	110
C[C@H](C(=O)N[C@@H](Cc1ccc(-c2ccccc2)cc1)C(=O)NC1CC(C)(C)N(C)C(C)(C)C1)c1ccc(-c2ccccc2)c(F)c1	-79*	-70*	-81*	-73*	-29*	-77*	-76*	-87*	-88*
OCc1cn(-c2ccc(Cl)cc2)nc1-c1ccc(O)cc1	91	115	94	104	83	112	93	103	97
CCCCC1=C(P(=O)(O)O)N[C@H](C(=O)O)CS1	110	108	88	89	104	97	95	89	97
COc1cc(-c2nc(C(=O)NCCCCC(=O)NO)nn2-c2ccc(Cl)cc2)cc(OC)c1OC	103	103	107	106	82	112	75	116	112
O=C(CSC(=S)N1CCCCC1)NC(=O)c1ccccc1	98	119	97	106	97	100	89	96	106
O=C(O)c1cc(-c2ccc(F)cc2)c2sc(=O)[nH]c2n1	101	109	104	106	108	107	87	97	70
N#Cc1c(-c2ccccc2)nc(SCC(O)CN2CCOCC2)[nH]c1=O (centres undefined)	113	131	108	109	125	105	122	140	113
CCSc1nc(-c2cccc(Br)c2)c(C#N)c(N2CCCCC2)n1	104	110	115	109	99	105	107	99	109
CCc1ccccc1NC(=O)N1CCOCC1	.	97	101	106	87	99	113	108	104

Arranged by molar mass (high to low): 16 of the compounds above
SMILES	KM12	COLO 205	HCT-15	SNB-19	SNB-75	SW-620	HT29	HCC-2998	HCT-116
C[C@H](C(=O)N[C@@H](Cc1ccc(-c2ccccc2)cc1)C(=O)NC1CC(C)(C)N(C)C(C)(C)C1)c1ccc(-c2ccccc2)c(F)c1	-79*	-70*	-81*	-73*	-29*	-77*	-76*	-87*	-88*
O=C(NCc1ccc(Cn2c(=O)sn(CCCl)c2=O)cc1)OCc1ccc2c(Cl)cc(Cl)c(O)c2n1	88	111	24	61	87	76	109	97	50
COc1cc(-c2nc(C(=O)NCCCCC(=O)NO)nn2-c2ccc(Cl)cc2)cc(OC)c1OC	103	103	107	106	82	112	75	116	112
CCSc1nc(-c2cccc(Br)c2)c(C#N)c(N2CCCCC2)n1	104	110	115	109	99	105	107	99	109
O=C(/C=C(/C=C/c1cccc2[nH]ccc12)OB(F)F)/C=C/c1cccc2[nH]ccc12	-17*	-71*	-58*	-7.8*	-40*	2.0*	-53*	-84*	-85*
CCCOc1ccc(/C=N/Nc2cc(C)nc3ccc(Br)cc23)cc1	76	45	-21*	101	105	6.1*	27	57	27
N#Cc1c(-c2ccccc2)nc(SCC(O)CN2CCOCC2)[nH]c1=O (centres undefined)	113	131	108	109	125	105	122	140	113
CS(=O)(=O)c1ccc(/C(=N/NC(N)=S)c2ccc(Cl)cc2)cc1	97	97	74	100	76	99	86	104	65
CCOc1ccc2sc(NS(=O)(=O)c3ccc(N)cc3)nc2c1	105	103	107	103	98	115	109	107	110
O=C(CSC(=S)N1CCCCC1)NC(=O)c1ccccc1	98	119	97	106	97	100	89	96	106
CCCC/C(CC)=N\NS(=O)(=O)c1ccc([N+](=O)[O-])cc1	99	105	107	95	90	106	106	107	100
OCc1cn(-c2ccc(Cl)cc2)nc1-c1ccc(O)cc1	91	115	94	104	83	112	93	103	97
COc1ccc2c(c1)CCC1=C2CCC2(C)C(=O)CCC=C12 (centres undefined)	100	104	96	99	111	102	85	100	87
CCCCC1=C(P(=O)(O)O)N[C@H](C(=O)O)CS1	110	108	88	89	104	97	95	89	97
CCc1ccccc1NC(=O)N1CCOCC1	.	97	101	106	87	99	113	108	104
COc1ccc2c(=O)c(C(=O)O)c[nH]c2c1	109	104	102	104	87	99	109	.	106

Source: PubChem
